Screening data deposited in PubChem BioAssay by several laboratories.
HTR5A inv ctr – HTR5A inverse agonists in luminescence cell assay, primary screen, counter-screen for OPRM1-OPRD1 heterodimer inverse agonist project, full-deck HTS. 5-hydroxytryptamine receptor 5A (Homo sapiens), P47898. actives 0.083% (n = 340,000). HTR5A cell line, inverse agonism. AID 504634, 2011. inhibition, % at 9.3 µM; in the data active = inhibition mostly above about 23%, no sharp cut-off; inactive = mostly below about 18%;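 note: 0% = cells with DMSO and 100% = no-cell wells with DMSO; some compounds called inactive have numbers as strong as hits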
Target sequence (P47898 whole entry, looked up): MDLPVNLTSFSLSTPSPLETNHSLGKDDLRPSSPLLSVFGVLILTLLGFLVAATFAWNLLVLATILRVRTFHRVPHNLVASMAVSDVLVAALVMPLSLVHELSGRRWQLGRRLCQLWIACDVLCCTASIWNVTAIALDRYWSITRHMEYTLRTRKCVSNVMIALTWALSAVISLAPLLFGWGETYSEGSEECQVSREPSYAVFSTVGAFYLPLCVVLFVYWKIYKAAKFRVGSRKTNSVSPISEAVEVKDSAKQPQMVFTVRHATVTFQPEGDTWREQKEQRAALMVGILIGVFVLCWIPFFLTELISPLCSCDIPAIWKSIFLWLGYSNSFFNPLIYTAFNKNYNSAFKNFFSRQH
Tat transport – E. coli Tat export inhibitors, primary screen, MC4100, TorA-mCherry reporter, fluorescence, single point; inhibition, % at 10 µM; actives 0.036% (n = 340,000);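 active = mean replicate inhibition at least 50% and at least half of replicates individually reaching 50%; inconclusive = only one of the two criteria met; inactive = neither criterion met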;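 note: exported cargo escapes ClpAP degradation while cytoplasmic cargo is degraded and loses fluorescence; 0% = median of neutral control wells and 100% = median of NaSCN control wells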
DAGLB inh – DAGLB lipase inhibitors, primary screen, biochemical, fluorescence, HTS | Diacylglycerol lipase-beta (Homo sapiens), Q8NCG7 | HEK293T DAGLB membrane lysate, EnzChek fluorogenic substrate | inhibition, % at 5.17 µM | actives 0.059% (n = 340,000); in the data active = inhibition above about 34%;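 note: 0% = enzyme with vehicle and 100% = wells lacking enzyme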
Target sequence (Q8NCG7 whole entry, looked up): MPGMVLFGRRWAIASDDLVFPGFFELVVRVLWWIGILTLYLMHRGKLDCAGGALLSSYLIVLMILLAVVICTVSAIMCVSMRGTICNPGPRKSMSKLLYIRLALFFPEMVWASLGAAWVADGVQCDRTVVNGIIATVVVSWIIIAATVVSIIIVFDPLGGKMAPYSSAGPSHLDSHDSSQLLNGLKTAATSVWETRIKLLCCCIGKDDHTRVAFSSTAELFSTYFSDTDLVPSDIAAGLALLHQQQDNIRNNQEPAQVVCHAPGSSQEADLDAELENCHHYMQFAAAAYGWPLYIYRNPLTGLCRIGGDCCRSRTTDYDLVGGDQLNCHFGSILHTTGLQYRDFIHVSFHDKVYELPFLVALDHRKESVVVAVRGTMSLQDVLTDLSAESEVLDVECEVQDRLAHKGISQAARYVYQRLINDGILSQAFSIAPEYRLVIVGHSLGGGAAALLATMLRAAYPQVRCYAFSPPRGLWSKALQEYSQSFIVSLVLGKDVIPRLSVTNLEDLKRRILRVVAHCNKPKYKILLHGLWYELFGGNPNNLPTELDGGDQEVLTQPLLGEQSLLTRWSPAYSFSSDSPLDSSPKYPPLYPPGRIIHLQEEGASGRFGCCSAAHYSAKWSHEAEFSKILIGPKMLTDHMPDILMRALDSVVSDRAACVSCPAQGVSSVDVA
phage Ecoli inh – growth loss of phage-infected E. coli, primary screen, RecBCD inhibitor project, absorbance, with phage, HTS | inhibition, % at 11.9 µM | actives 0.26% (n = 360,000) | AID 651602, 2012; in the data active = inhibition above about 11%
CDK5 inh – inhibitors of human CDK5/p35 kinase, primary screen, biochemical, single concentration. Recombinant CDK5/p35, ADP-Glo luminescence, 60 min. actives 0.01% (n = 330,000). inhibition, % at 10 µM. AID 488839, 2010. Cyclin-dependent kinase 5 (Homo sapiens) + Cyclin-dependent kinase 5 activator 1 (Homo …;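 active = highest replicate inhibition of at least 50% and at least 75% of replicates reaching 50%; inconclusive = only one of the two criteria met; inactive = both criteria failed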;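 note: plate controls were DMSO neutral control for no effect and GW8510 at 10 µM for full effect; many of its hits are not listed in these tables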
HTR5A ag – HTR5A agonists in luminescence cell assay, primary screen, counter-screen for OPRM1-OPRD1 heterodimer agonist project, full-deck HTS. cell-based. activation, % at 9.3 µM. actives 0.61% (n = 340,000); in the data active = activation mostly above about 9.5%, no sharp cut-off; inactive = mostly below about 7.6%;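 note: 0% = cells with vehicle only and 100% = reference agonist; strong numbers were not always called active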
PKA-R1A activ – activators of PKA-R1A holoenzyme, primary screen, biochemical, fluorescence polarization, Cy5-IP20, bovine R1A, mouse PKAc. cAMP-dependent protein kinase type I-alpha regulatory subunit (Bos taurus) + …. AID 504707, 2011. actives 0.083% (n = 340,000). PKA-R1A dissociation; scaled: DMSO 0%, 113 µM cGMP 100%. activation, % at 11.4 µM;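 active = percent activation above the mean of all tested compounds plus 3 SD, cut at about 19% in these data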;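 note: higher means more PKAc released from R1A so a rise in polarization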
E coli growth – E. coli V3065 growth inhibition, primary screen, counter-screen for AddAB inhibitor project, absorbance, OD600; actives 0.27% (n = 330,000); inhibition, % at 11.9 µM; 18 h; AID 449728, 2010;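 active = inhibition above the campaign's mean inhibition across all tested compounds plus 3 SD, cut at about 9.9% in these data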;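 note: uninfected addAB+ strain grown without phage in ampicillin broth; 0% = DMSO wells and 100% = ciprofloxacin 0.95 µg/ml wells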
PKA-R2B act – activators of PKA-R2B holoenzyme, primary screen, biochemical, fluorescence polarization, Cy5-IP20, human; actives 0.079% (n = 340,000); cAMP-dependent protein kinase catalytic subunit beta (Homo sapiens) + cAMP-dependent …; PKA-R2B holoenzyme dissociation; R2B truncated from residue 108, S112A mutant; 0% DMSO only, 100% 113 µM cGMP; AID 504700, 2011; activation, % at 11.4 µM;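 active = activation above a cutoff set at the mean over all compounds plus 3 SD, cut at about 18% in these data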;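 note: higher means more holoenzyme dissociation and a rise in polarization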
Mot1-301 SUMO – yeast Mot1-301 growth rescue at high temperature, primary screen, SUMOylation pathway inhibitor project, S. cerevisiae, ATP luminescence, 38.5C; S. cerevisiae Mot1-301 growth rescue; percent above DMSO median, 100 means doubled; growth rescue, % at 18.8 µM; actives 1% (n = 320,000); AID 2716, 2010;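 active = every valid replicate shows activation above 250% relative to neutral control wells; inactive = the rest, any valid replicate at or below 250%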;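 note: OY570 slx delta 5 strain wells were the positive control but not used for scaling; some compounds called inactive have numbers as strong as hits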
AddAB inh – growth inhibition of E. coli expressing H. pylori AddAB, primary screen, AddAB inhibitor project, absorbance. inhibition, % at 11.9 µM. actives 0.29% (n = 330,000); in the data active = inhibition above about 12%;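 note: 0% = vehicle wells of infected cells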
An asterisk follows results filed as active; u = inconclusive; x = not tested or not shown.

SMILES	HTR5A inv ctr	Tat transport	DAGLB inh	phage Ecoli inh	CDK5 inh	HTR5A ag	PKA-R1A activ	E coli growth	PKA-R2B act	Mot1-301 SUMO	AddAB inh
Cc1ccc(S(=O)(=O)N2CCCC2C(=O)OCc2nc3sc(C)c(C)c3c(=O)[nH]2)cc1 (stereo unspecified)	15	22	0	3.2	0.1	-4	-3	0.5	-1	149	1.9
COc1ccc(N2C(=O)c3ccccc3NC23C(=O)N(C)c2ccccc23)cc1 (stereo unspecified)	-27	-2	1	4.5	-0.3	0	0	0.0	-5	-17	1.8
O=C(Cn1cnc2ccccc21)c1ccccc1	-1	-2	0	0.9	-1.3	0	0	x	-4	16	x
C/C=C/c1ccc(OCCOc2ccc(C=O)cc2OC)c(OC)c1	15	15	-3	0.3	-0.3	-1	4	-1.6	9	7	1.6
COC(=O)c1c(C)oc(C)c1S(=O)(=O)NCc1ccc(Cl)cc1	10	-10	-3	2.2	-0.5	-4	-2	0.7	6	-2	4.5
O=S(=O)(c1ccc(Br)cc1)c1nc(-c2ccccc2)oc1NCCN1CCOCC1	-8	-1	0	-0.6	-0.3	2	4	0.9	-5	-1	3.8
COc1ccc(Nc2nc(C)cc(C)n2)cc1Cl	-22	11	1	0.6	-4.4	8	-7	0.9	2	13	1.8
O=C(O)CC(=O)Nc1ccccc1C(=O)O	-9	-3	-6	3.1	-2.0	1	4	0.2	-3	x	-0.9
CC(C)=CCN1CCN(Cc2cccn2-c2ncccn2)CC1CCO (stereo unspecified)	9	13	-1	0.3	0.2	-4	10	1.1	-4	6	3.8
COc1ccc2c(CN(C)c3ccccc3)cc(=O)oc2c1	2	3	6	-0.2	-0.2	-6	6	x	9	x	x
O=C(NN1C(=O)c2ccc(-c3ccc4c(c3)C(=O)N(NC(=O)c3cccnc3)C4=O)cc2C1=O)c1cccnc1	10	-4	1	5.0	1.6	4	0	-2.5	-7	11	0.1
CCN(CC)CCC(c1ccc2c(c1)OCO2)c1c(OC)cc(OC)c2c(-c3ccccc3)cc(=O)oc12 (stereo unspecified)	-11	1	-3	0.6	0.4	-4	-6	-1.4	-3	0	3.5
O=C(CCCC1=NS(=O)(=O)c2ccccc2N1)OCc1ccc(Cl)cc1	19	5	1	0.1	-0.3	3	-3	-0.7	-2	93	5.9
COc1ccc(CCNCc2ccc(OCc3ccc(Cl)nc3)c(OC)c2)cc1OC	-11	-4	-1	-0.5	3.1	4	-3	-2.5	-8	-5	0.2
O=C(CCc1ccccc1)N1CCN(Cc2ccc(F)cc2Cl)CC1	1	u	-5	3.6	-1.9	0	3	2.0	-5	0	-1.1
Cc1ccc(/C=C/C(=O)C2C(=O)c3ccccc3C2=O)cc1	8	2	3	-0.7	-5.0	2	-2	-3.7	4	-8	-2.8
CCC(C)(C(=O)NC1CCCC1)N(Cc1ccco1)C(=O)Cc1cccs1 (stereo unspecified)	-18	-2	-1	1.0	-0.1	7	-12	-1.5	1	4	1.3
O=C(CC1CCCCC1)NCC1CCCO1 (stereo unspecified)	2	2	-1	1.8	0.4	-1	-11	-1.1	-4	17	2.6
COc1cccc(NC(=O)CN(C)C(=O)Cn2cnc3ccccc3c2=O)c1	-15	-1	-5	1.8	-0.1	4	-14	0.4	3	255	1.4
O=C(Nc1ccccc1C(F)(F)F)c1cc(-c2cccc(O)c2)on1	-21	-1	-5	3.4	0.7	3	-9	-0.6	0	-5	0.9
COc1ccc(-c2nc(-c3ccc4c(c3)OCO4)[nH]c2-c2ccc(OC)cc2)cc1	-40	-7	6	4.8	0.7	-1	-5	-2.0	-2	-17	1.0
Cc1c(NC(=O)Nc2ccccc2C(F)(F)F)c(=O)n(-c2ccccc2)n1C	0	5	-1	1.2	0.5	0	2	1.0	-5	-9	1.8
Cc1ccccc1OCCC(=O)Nc1ccc(Cl)cc1F	-15	1	-9	3.0	0.1	0	0	2.1	-7	-4	5.4
CCc1nn(C(CC)C(=O)NCc2cccc(OC)c2OC)c(=O)c2cc3occc3n12 (stereo unspecified)	-1	-4	0	4.4	1.9	0	-13	-2.9	-1	94	1.3
COc1ccc(Nc2cnn(-c3nc4ccccc4s3)c(=O)c2Cl)cc1	2	-2	-5	3.5	0.3	1	2	-1.3	6	15	2.9
Cc1cc(C)c(NS(=O)(=O)c2ccc3c(c2)NC(=O)CCS3)c(C)c1	-39	u	1	0.0	x	-3	-3	1.9	-1	-6	2.1
Cc1cc(C(F)F)n2ncc(C(=O)NCCc3ccc(Cl)cc3)c2n1	-4	0	-4	1.9	1.2	-2	-4	-0.2	-5	540*	1.2
COc1ccc(N2CCN(C(=O)c3ccc(CS(=O)(=O)c4ccc(OC)cc4)o3)CC2)cc1	-2	10	1	2.3	-0.1	1	4	-0.3	8	13	4.5
COCCNC(=O)/C(C#N)=C\c1ccc(CNS(=O)(=O)c2ccc(C)cc2)o1	3	-4	3	0.5	-3.1	-1	-4	0.5	-3	-3	-0.6
CCOc1ccc2nc(C(=O)N3CCCC(C)C3)sc2c1 (stereo unspecified)	-8	6	-7	1.5	-0.6	7	1	1.2	9	-7	3.9
Cc1c(C(=O)Nc2ccc3c(c2)CCC3)cccc1[N+](=O)[O-]	-14	-6	-1	4.2	-1.1	6	-6	-0.9	4	10	0.6
CC(c1n[nH]c(=S)n1-c1ccc(Cl)cc1)N(C)C (stereo unspecified)	-7	-1	1	3.0	1.7	-1	6	1.5	-2	-4	-0.3
Cc1cc(N2C(=O)c3ccc(C(=O)Nc4ccc(O)cc4C(=O)O)cc3C2=O)no1	-6	u	2	-0.2	-0.6	2	-1	2.0	3	-5	-0.8
Cc1cc(C)c2nc(N(CCCN(C)C)C(=O)c3ccc(S(=O)(=O)N4CC(C)OC(C)C4)cc3)sc2c1 (stereo unspecified)	-6	7	1	3.0	-0.9	2	-11	-0.9	-7	-16	1.4
CC(C)CCNC(=O)C(C)N(Cc1ccc(F)cc1)C(=O)c1ccc(CN2CCCCC2)o1 (stereo unspecified)	1	-5	0	x	0.9	-2	-6	-2.2	7	35	-0.1
CCCCNC(=O)N(C)c1nc2ccccc2s1	6	9	-9	-1.3	0.1	-2	3	0.8	-8	-21	0.9
O=C(Oc1coc(CSc2ncccn2)cc1=O)c1ccco1	9	3	-2	0.6	-0.9	-2	4	-1.2	-4	6	-0.2
O=C(CSc1nnnn1-c1ccc(O)cc1)NC1CCCCC1	-12	11	0	4.5	1.5	-3	2	-0.8	4	-14	4.7
COc1ccc(CC(=O)N2N=C(c3ccncc3)CC2(O)C(F)(F)F)cc1 (stereo unspecified)	7	6	-1	6.1	0.1	4	1	0.8	-5	-11	1.4
CC(C)Cn1c2c(c(O)c(C(=O)Nc3nc4ccccc4s3)c1=O)CCCC2	-9	-1	1	4.2	-2.4	-4	-11	2.0	4	-9	6.7
C#CCOCCOCCOCCNc1nc(N2CCN(C(=O)Cn3cc(CCO)nn3)CC2)nc(N2CCN(C(=O)[C@H]([C@@H](C)CC)n3cc(CCCCN)nn3)CC2)n1	-25	1	-1	1.5	0.0	10	-14	x	-1	x	x
CCc1nc2ccccc2n1CC(=O)NC1CCS(=O)(=O)C1 (stereo unspecified)	x	2	-2	3.4	-0.4	x	-12	-2.1	-5	-19	-1.6
CN(CCCNC(=O)C1CCC(CNS(=O)(=O)c2ccccc2)CC1)Cc1ccccc1 (stereo unspecified)	-4	-3	-1	2.6	-0.2	2	3	1.9	3	337	3.2
Cc1cc(C(=O)COC(=O)c2nn(C)c(=O)c3ccccc23)c(C)n1C	-10	1	-2	1.6	0.1	3	-5	x	-4	x	x
COc1ccc(CC(=O)OC(C)CN2CCCC2)cc1 (stereo unspecified)	-16	13	0	3.2	2.3	9	4	-0.2	1	-19	1.4
Cc1ccccc1C(=O)NC(=S)Nc1sc2c(c1C#N)CCC(C)C2 (stereo unspecified)	6	5	-2	2.6	1.6	1	11	-1.2	-5	-19	1.9
CCOCCn1c(=O)c2c(nc3n2CC(C)CN3CCc2ccccc2)n(C)c1=O (stereo unspecified)	-11	5	0	3.5	x	3	-6	0.4	-10	10	3.5
CCOC(=O)N1CCN(CC(=O)Nc2c(C(=O)OC)[nH]c3cc(C)ccc23)CC1	-4	0	0	1.9	-1.0	2	5	-0.2	-5	138	1.8
CC(C)=CCCC(C)CN1CCC(N2CCC(C(=O)N3CCCC3)CC2)CC1 (stereo unspecified)	-37	0	1	1.4	-1.4	8	6	-0.7	0	13	0.0
c1ccc(-c2cc3c(N4CCN(c5ccccc5)CC4)ncnc3s2)cc1	-6	-2	-13	-0.5	1.8	2	4	2.0	-1	4	0.9

The listing continues.
SMILES	HTR5A inv ctr	Tat transport	DAGLB inh	phage Ecoli inh	CDK5 inh	HTR5A ag	PKA-R1A activ	E coli growth	PKA-R2B act	Mot1-301 SUMO	AddAB inh
CCOC(=O)N=S(N)(=O)c1ccc(Cl)cc1 (stereo unspecified)	2	1	0	1.7	0.2	3	7	-4.2	-8	200	-0.5
NC(=O)COC(=O)c1ccc(S(=O)(=O)N2CCCCCC2)cc1	3	-9	-1	4.0	-0.4	-1	-5	1.7	3	86	-2.5
COc1cc(OC)cc(-c2c(C#Cc3ccsc3)c3cc(-c4ccc(OC)cc4F)ccc3n2C)c1	-10	-7	-3	-0.6	2.9	0	-18	-1.8	-3	-4	0.9
Cc1cc(S(=O)(=O)Nc2ccc(C(=O)NCCCN3CCOCC3)cc2)ccc1F	-1	11	2	0.5	-0.5	-2	-2	-0.6	2	5	0.3
CCOc1ncccc1C(=O)OCc1ccc(C#N)cc1	-15	4	0	-0.9	1.3	0	-5	2.4	7	-5	1.9
CCCc1cc(=O)oc2cc(OCc3cccc(OC)c3)c(Cl)cc12	-20	-1	0	2.0	-3.3	0	-8	0.9	0	10	1.4
CN(C)c1nc(-c2ccccc2)ns1	-13	8	-2	0.5	0.3	1	-1	0.2	0	6	2.1
COc1cccc(CC2(CO)CCCN(Cc3ccc(C)s3)C2)c1 (stereo unspecified)	-6	-5	-5	4.0	3.1	-1	5	-1.1	-12	12	1.8
CC1(C)Cc2nc3oc4c(=O)n(CC(=O)Nc5ccc(Cl)cc5)cnc4c3cc2CO1	-18	-2	-2	0.1	-4.0	-1	-2	0.8	4	-22	2.8
COc1ccc(NC(=S)NC(=O)c2ccc3c(c2)OCCO3)cc1	19	0	-4	0.8	-0.9	-8	-2	0.2	2	-16	0.2
